# High-throughput results from PubChem BioAssay.
# Eya2 inh – blocks the phosphatase activity of human Eya2; recombinant Eya2, OMFP fluorescence dephosphorylation (OMFP is methylfluorescein phosphate); Potency, µM (series often up to 76.9 µM), for the others: at the top dose activity, negative = inhibition, hits mostly inhibitors; hit rate 0.006% among 330,000; note: potency is the fitted concentration of half-maximal effect; % is set by controls: 0 for no effect and ±100 for the full control effect
#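 Eya2 (0.2 uM) preincubated 10 min at ambient with compound, then OMFP substrate added at 50 uM; 10 min reaction in 50 mM HEPES pH 7.5, 50 mM NaCl, 5 uM MgCl2, 0.05% BSA, 1 mM DTT. Fluorescence read at Ex 485/Em 525 nm.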
# USP2a block – blocks human ubiquitin-specific protease USP2a; Potency, µM (series often up to 38.3 µM), for inactives: top-dose activity change, negative = inhibition, most hits filed as inhibitors; O75604; USP2 core, Ub-CHOP2 coupled fluorogenic reporter, 485/531; hit rate 0.01% among 330,000;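 note: potency is the fitted concentration of half-maximal effect; plate controls were DMSO wells for no effect and full inhibition by NEM control for full effect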
#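 USP2 core (10nM final) preincubated 30min RT with compound in 20mM Tris-HCl pH 8.0, 2mM CaCl2, 2mM beta-mercaptoethanol, 0.05% CHAPS; 25nM Ub-CHOP2 plus 25nM reporter substrate added, fluorescence (Ex485/Em531) read after 60min.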
# ELG1 DNA repair – inhibitors of ELG1-dependent DNA repair in HEK293T cells; Potency, µM (series often up to 46.1 µM), inactives show at the highest dose activity change, negative = inhibition, usual class: inhibitors; HEK293T ELG1-luciferase reporter, luminescence, 16 h; DNA damage induced by 5-fluorouridine; hit rate 2.3% among 330,000; note: potency is the fitted concentration of half-maximal effect; % is set by controls: 0 for no effect and ±100 for the full control effect; nearly all actives have a fitted effect of over 55% in size
#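 HEK293T cells expressing luciferase-tagged ELG1 (2,000/well) received 5-Fluorouridine plus compound or DMSO for 16 hr at 37 °C. Luciferase was read by ONE-Glo luminescence after 30 min at room temperature.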
# TSHR antag – blocks TSH signaling through the human TSH receptor; hit rate 0.2% among 330,000; TSHR-expressing cells, TSH-stimulated cAMP HTRF, 2 h; active compounds read low; activity change, negative = inhibition, % at 11.5 µM; P16473;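 active = activity change below a set negative limit, meaning inhibition stronger than a set level, cut at about -70% in these data; inconclusive = activity change between two set negative limits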; note: % is set by controls: 0 for no effect and ±100 for the full control effect
#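 Competitive HTRF cAMP read-out (cryptate anti-cAMP antibody, cAMP-d2; 30 min, room temperature) in freshly harvested TSHR cells. Compounds added before TSH at EC80 (4nM final), followed by 2 hours' incubation at 37 deg C.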
# Mito fusion yeast – blocks mitochondrial division or promotes mitochondrial fusion; S. cerevisiae fusion-defective mutant growth rescue, CellTiterGlo 48 h; Potency, µM (highest dose often 46.1 µM), without a hit: top-dose growth rescue (activation), most hits filed as activators; hit rate 0.23% among 320,000;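 note: potency is the fitted concentration of half-maximal effect; % of control where 0% means no effect; nearly all actives have a fitted effect of over 45% in size; temperature-sensitive fusion mutants such as fzo1-1 at 37 °C on non-fermentable ethanol glycerol medium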
#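 Compounds are tested for their ability to restore growth of mitochondrial fusion-defective yeast strains at non-permissive 37C in YPEG medium over 48 hours. Viability is quantified by luciferase luminescence.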
# TCR activator – T cell receptor activation | primary human leukocytes, anti-CD3, IL-2 HTRF, 48 h | AID 504894 | Potency, µM (doses to about 9.22 µM), for inactives: at the highest dose activation of IL-2 secretion, most hits filed as activators | 330,000 tested, under 10 active; note: % of control where 0% means no effect
#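 HTRF read-out of IL-2 secretion: europium cryptate donor excited at 320nm, d2 acceptor emission at 665nm. Cells were primary human leukocytes incubated 48 hr with compounds and a-CD3 beads, supplying TCR signal only.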
# KCNH2 WT inh – inhibitors of human wildtype KCNH2 potassium channel. hit rate 0.37% among 340,000. U2OS, BacMam KCNH2, thallium flux FluxOr; active compounds read low. activity change, % at 1.84 µM;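 active = maximum activity change below -70%; inconclusive = maximum activity change between -70% and -50%; inactive = maximum activity change above -50%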; note: % is set by controls: 0 for no effect and ±100 for the full control effect
# Target sequence (Q12809 whole entry, looked up): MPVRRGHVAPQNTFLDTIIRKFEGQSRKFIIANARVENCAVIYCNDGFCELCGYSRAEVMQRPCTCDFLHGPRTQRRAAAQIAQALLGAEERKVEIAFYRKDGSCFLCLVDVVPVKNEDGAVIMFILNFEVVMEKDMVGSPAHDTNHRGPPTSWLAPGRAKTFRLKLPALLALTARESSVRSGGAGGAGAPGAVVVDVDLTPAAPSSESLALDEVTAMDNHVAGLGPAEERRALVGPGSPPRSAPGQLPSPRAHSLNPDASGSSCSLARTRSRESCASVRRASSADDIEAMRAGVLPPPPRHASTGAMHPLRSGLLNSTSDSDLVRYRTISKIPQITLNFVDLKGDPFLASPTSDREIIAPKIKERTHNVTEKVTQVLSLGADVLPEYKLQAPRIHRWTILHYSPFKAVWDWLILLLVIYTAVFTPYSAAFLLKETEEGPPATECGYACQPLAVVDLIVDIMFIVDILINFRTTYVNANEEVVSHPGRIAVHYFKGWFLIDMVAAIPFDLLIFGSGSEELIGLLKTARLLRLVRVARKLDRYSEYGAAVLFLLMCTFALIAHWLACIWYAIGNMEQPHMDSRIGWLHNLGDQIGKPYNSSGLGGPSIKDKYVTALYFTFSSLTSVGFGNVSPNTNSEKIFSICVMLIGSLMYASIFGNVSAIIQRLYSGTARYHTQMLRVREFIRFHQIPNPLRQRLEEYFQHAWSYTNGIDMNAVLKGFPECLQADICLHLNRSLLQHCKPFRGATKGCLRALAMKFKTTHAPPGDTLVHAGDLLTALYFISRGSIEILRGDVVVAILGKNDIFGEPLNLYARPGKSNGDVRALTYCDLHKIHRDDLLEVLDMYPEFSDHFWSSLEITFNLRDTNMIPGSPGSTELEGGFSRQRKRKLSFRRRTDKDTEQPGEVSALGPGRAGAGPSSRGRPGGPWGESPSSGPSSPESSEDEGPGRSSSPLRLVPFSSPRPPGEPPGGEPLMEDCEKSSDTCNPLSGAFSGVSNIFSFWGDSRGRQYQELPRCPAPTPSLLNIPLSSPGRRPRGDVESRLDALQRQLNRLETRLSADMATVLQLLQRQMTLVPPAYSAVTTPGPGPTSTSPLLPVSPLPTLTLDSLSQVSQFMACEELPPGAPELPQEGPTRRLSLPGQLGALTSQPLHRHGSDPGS
#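 U2OS cells transduced with wild-type KCNH2 virus are loaded with FluxOr dye for 45 min, and thallium flux is measured in kinetic reads before and after stimulation buffer. Rate constants are normalized to DMSO controls.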
# KCNH2 3.1 block – KCNH2 3.1 (human) potassium channel inhibition; U2OS KCNH2 3.1, thallium flux FluxOr; active compounds read low; activity change, % (tested at about 1.8 µM); hit rate 0.95% among 340,000; AID 720553;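 active = maximum activity change below -70%; inconclusive = maximum activity change from -70% to -50%; inactive = maximum activity change above -50%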;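 note: thallium influx rate constant from kinetic fluorescence after stimulation buffer; % is set by controls: 0 for no effect and ±100 for the full control effect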
#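 Virally transduced U2OS (3.1 isoform, 4 h infection in dark at RT) → overnight 37 C → FluxOr + Red40 in HBSS/HEPES, 45 min → stimulation buffer, 2 min kinetic read → rate constant vs DMSO controls.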
# AT treatment – potential ataxia-telangiectasia treatment; […] A-T fibroblasts, KAP-1 phosphorylation AlphaLISA; neocarzinostatin DNA damage 30 min before lysis; Potency, µM (series often up to 57.5 µM), for the others: at the highest dose activation, actives largely listed as activators; hit rate 0.19% among 320,000; AID 485349; note: potency is the fitted concentration of half-maximal effect; % of control where 0% means no effect; nearly all actives have a fitted effect of over 45% in size
#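 ATM-like activity read as KAP-1 phosphorylation via AlphaLISA donor/acceptor antibody pairs after lysis and 6 hr at 25C. Cells were ATM-null patient fibroblasts ([…], hTERT), dosed 60 min, then exposed to the DSB inducer NCS for 30 min.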
# TRPV1 agonist – activates the human vanilloid receptor TRPV1; AID 540275; TRPV1-expressing cells, Fluo-8 calcium influx, agonist mode; hit rate 0.19% among 320,000; Q8NER1; activation, % at 8.33 µM; in the data active = activation above about 80%; inconclusive = between about 30% and that limit; note: 0% is about no effect
#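 TRPV1-expressing cells were cultured overnight at 35.5C and loaded with Fluo-8 calcium dye for 40 to 90 min at room temperature. After a 10 s baseline, compound was added and calcium influx was read kinetically for 3 min (ex 480/em 520 nm).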
# Active calls of the source: *; i = inactive; ? = inconclusive; / = no result given; [ ] = dose if it differs, or a comment. Unless noted, calls come from the whole dose curve; as a rule, active = well fitted curve in the direction sought with a large enough effect; inconclusive = small, poorly fitted or top-dose-only effect, or another doubt; inactive = no such curve, though single readings can be large; an effect the other way counts as inactive or inconclusive.
SMILES,KCNH2 WT inh,TRPV1 agonist,TSHR antag,Eya2 inh,ELG1 DNA repair,USP2a block,TCR activator,AT treatment,Mito fusion yeast,KCNH2 3.1 block
COc1cccc(NC(=O)C(NCCc2ccc(S(N)(=O)=O)cc2)c2ccccc2)c1 (centres undefined),12,-1,9,-2%,1%,2%,-1%,1%,22%,1
CC(=O)c1cccc(CN2CCCC(C(=O)c3ccc4c(c3)OCO4)C2)c1 (centres undefined),i,14,1,-2%,-9%,0%,-1%,-6%,-1%,-14
COc1ccc(/C=C(\NC(=O)c2ccccc2)C(=O)NC2CCS(=O)(=O)C2)cc1 (centres undefined),9,0,5,?,5%,3%,5%,8%,-1%,2
Cc1ccc(S(=O)(=O)N(C)c2ccc(C(=O)NCc3ccccc3F)cc2)cc1,-3,-2,33,-1%,-3%,1%,-2%,-9%,5%,-23
COc1ccc(NC(=O)CC(C)c2ccccc2)c([N+](=O)[O-])c1 (centres undefined),-4,23,-8,-1%,?,1%,0%[46.1 µM],-4%,18%,0
CCCNC(=O)c1ccc(COc2ccc(C)cc2)o1,-3,4,-6,-4%,-7%,0%,-3%,4%,3%,-11
O=C(NC(=S)Nc1ccccc1Br)c1cccnc1,7,13,1,16%,?,-2%,-6%,7%,-13%,7
CCCCN(CC)C(=O)CSc1nc2n[nH]c(C)c2c(=N)n1-c1cccc(C)c1,2,0,-11,-12%,?,-5%,-3%,0%,-2%,-1
O=C(CSc1nnc(CNC(=O)c2cccs2)o1)c1ccccc1,-3,2,1,9%,-14%,1%,0%,1%,0%,-18
Cc1ccc(C(=O)N2CCC(C(=O)Nc3cccc([N+](=O)[O-])c3)CC2)cc1,2,10,1,3%,12%,1%,-4%,8%,1%,7
Cc1ccc(NS(=O)(=O)c2cccc(C(=O)N3CCN(c4ncccn4)CC3)c2)cc1,-12,-1,-12,19%,?,0%,-3%,5%,-6%,11
CCOc1nc(NCCO)nc(Nc2ccccc2F)n1,1,2,10,-11%,11%,15%,-3%,7%,1%,-11
CCOC(=O)Cn1nnnc1C(CC)N(Cc1cccs1)Cc1cc2cc(C)ccc2[nH]c1=O (centres undefined),-2,/,-2,-5%,-14%,4%,3%,22%,0%,21
Cc1sc(NC(=O)c2cccc([N+](=O)[O-])c2)c(C(N)=O)c1-c1ccc(C(C)(C)C)cc1,-5,1,1,7%,22%,1%,11%,-1%,0%,-3
O=C(NCc1ccc2c(c1)OCO2)c1cc2c(s1)CS(=O)(=O)C2,-3,?,22,-8%,0%,3%,13%,1%,1%,9
CCN(C[C@H]1N[C@@](C)(C(=O)OC)[C@H]2C(=O)N(Cc3ccccc3)C(=O)[C@@H]12)C(=O)Nc1ccc(F)cc1,-2,/,-3,-15%,-3%,3%,3%,3%,/,-4
CCC1=C2CC[C@H]3C(=O)N(CC)C(=O)[C@H]3[C@H]2[C@@]2(Cc3ccccc3)C(=NCCOC)OC(=O)N2C1=O,0,2,5,12%,23%,-3%,0%,10%,0%,3
CCC(C)NC(=O)C1c2ccccc2Oc2ccccc21 (centres undefined),5,/,14,-16%,0%,-1%,-5%,18%,1%,-7
COc1ccc(NC(=S)NC(NC(=O)c2ccc(Cl)cc2Cl)C(Cl)(Cl)Cl)c([N+](=O)[O-])c1 (centres undefined),-1,1,-5,9%,0%,-12%,2%,-2%,16%,6
CCN(CC)C(=O)N1CCN(Cc2ccc3c(c2)OCO3)CC1,-23,-1,-5,11%,-2%,2%,-2%,-3%,7%,-16
Cc1ccc(CSCc2ccc(C(=O)NCCC(C)C)o2)cc1,-2,23,-6,-11%,?,2%,1%,11%,8%,8
Cn1c(=O)c2[nH]c(NCCCN3CCOCC3)nc2n(C)c1=O,-12,-1,5,-8%,-5%,3%,1%,/,-2%,-2
CN1C(=O)C(C)(C)c2cc(S(=O)(=O)N3CCCCCC3)ccc21,3,11,-7,2%,18%,-2%,-3%,8%,2%,-18
CC(C)(C)c1ccc(C(=O)Nc2ccc(S(N)(=O)=O)cc2)cc1,-3,86*,7,-5%,-23%,5%,-2%,-5%,?,8
N#Cc1cnc(SCC(=O)NNC(=O)COc2cccc3ccccc23)nc1N,5,5,-5,4%,-14%,2%,6%[46.1 µM],-1%,-6%,7
COc1ccc2cc(/C=C/C(=O)N3CCN(CC(=O)N4CCCCCC4)CC3)ccc2c1,-10,3,16,1%,-7%,-6%,3%,8%,-18%,5
CCOCCCNS(=O)(=O)c1ccc2c(c1)OCCO2,-11,2,9,-26%,0%,2%,-19%,-3%,0%,-8
COc1cccc2c1cc1c(=O)n(CC(=O)NCCCN3CCCCC3)nc(C)n12,14,-2,7,9%,?,0%,7%,5%,-1%,-43
CCOC(=O)CNC(=S)n1cnc(N)n1,0,2,8,2%,-4%,5%,0%,-3%,-6%,32
Cc1cccc(-n2nc3c(c2NC(=O)CCCl)CSC3)c1,0,2,-3,17%,5%,-1%,-3%,-23%,-4%,?

# Among those listed so far, these contain a Cl atom:
SMILES,KCNH2 WT inh,TRPV1 agonist,TSHR antag,Eya2 inh,ELG1 DNA repair,USP2a block,TCR activator,AT treatment,Mito fusion yeast,KCNH2 3.1 block
COc1ccc(NC(=S)NC(NC(=O)c2ccc(Cl)cc2Cl)C(Cl)(Cl)Cl)c([N+](=O)[O-])c1 (centres undefined),-1,1,-5,9%,0%,-12%,2%,-2%,16%,6
Cc1cccc(-n2nc3c(c2NC(=O)CCCl)CSC3)c1,0,2,-3,17%,5%,-1%,-3%,-23%,-4%,?

# (next part)
SMILES,KCNH2 WT inh,TRPV1 agonist,TSHR antag,Eya2 inh,ELG1 DNA repair,USP2a block,TCR activator,AT treatment,Mito fusion yeast,KCNH2 3.1 block
Cc1nc2ncccn2c1-c1csc(Nc2ccc(N(C)C)cc2)n1,7,2,-3,?,?,2%,-13%,4%,-6%,5
O=C(CSCc1cccc(Cl)c1)NCc1ccc2c(c1)OCO2,-1,?,-16,-4%,-9%,4%,-4%,4%,2%,13
COc1ccc(-c2c[n+]3c4n2CCCCC4=C(c2ccccc2)C3)cc1,0,-2,7,13%,-9%,1%,1%,-3%,-8%,-14
COc1ccc(C2/C=C\CN(C(=O)c3ccccc3)CC(=O)N2Cc2cccc(F)c2)cc1 (centres undefined),-5,/,-4,-4%,?,2%,-2%[46.1 µM],24%,/,-4
CN(C)S(=O)(=O)c1cc(NC(=O)COC(=O)c2nc(Cl)ccc2Cl)ccc1Cl,-1,/,4,-3%,-2%,-1%,-3%[46.1 µM],15%,/,-1
COc1cc(/C=N/n2c(-c3n[nH]c4c3CCC4)n[nH]c2=S)cc(OC)c1O,-13,-1,-5,7%,1%,2%,-6%,-18%,9%,7
Cc1ccccc1OCCNC(=O)c1ccco1,16,?,-14,0%,?,-2%,4%,10%,6%,-6
CCc1ccc(CN(C)C(=O)CC2C(=O)NCCN2Cc2ccoc2)cc1 (centres undefined),9,1,3,5%,11%,8%,7%,3%,0%,-85*
O=C(O)c1cc([N+](=O)[O-])ccc1NCc1ccccn1,/,3,15,14%,?,2%,2%,0%,0%,/
CN(C)S(=O)(=O)c1cccc(NC(=O)COc2cccc(C#N)c2)c1,-11,-5,1,-5%,10%,2%,6%[46.1 µM],7%,-5%,20
c1ccc(Cn2nnnc2C(c2ccncc2)N2CCOCC2)cc1 (centres undefined),-8,-3,-10,-9%,3%,5%,1%,7%,-2%,2
CC(C(=O)Nc1ccccn1)N1C(=O)c2ccccc2S1(=O)=O (centres undefined),2,1,-1,7%,-5%,0%,0%,-2%,-7%,6
CC(NS(=O)(=O)c1ccc(Br)cc1)C(c1cccs1)N1CCOCC1 (centres undefined),-3,10,-5,0%,23%,0%,-5%,-15%,8%,1
O=C1CC(NCc2ccccc2F)C(=O)N1c1ccccc1 (centres undefined),-2,-1,3,-5%,?,0%,-60%,1%,-1%,10
C=CCSc1nc2c(sc3nc(C)cc(C)c32)c(=O)[nH]1,3,/,4,5%,25%,-1%,6%,-7%,7%,4
Cc1cc(C(=O)CSc2nnc(-c3ccc(Cl)cc3)n2C)c(C)n1CC1CCCO1 (centres undefined),-20,2,-8,-6%,4%,1%,/,-4%,4%,-1
O=C(CNS(=O)(=O)c1ccc(Br)s1)N1CCC(N2CCCCC2)CC1,61,0,9,17%,-2%,0%,2%,2%,-8%,-11
COc1cc2cc(C(=O)N/N=C/c3ccc(F)cc3)[nH]c2cc1OC,8,1,-2,15%,?,2%,6%,0%,6%,-12
Cn1ncc(Cl)c1C(=O)N/N=C/c1cc2c(cc1[N+](=O)[O-])OCO2,-4,-1,4,-4%,5%,3%,-3%,-1%,-1%,1
C=CCNC(=O)c1ccccc1NC(=O)C1CC(=O)N(C(C)C)C1 (centres undefined),22,-2,0,-8%,?,0%,/,-10%,2%,3

# Not all compounds are listed; rates above refer to the full screens.
